HMGR II inh = E. faecalis class II HMG-CoA reductase inhibition; inhibition, % at 10 µM; purified E. faecalis HMGR, NADPH absorbance 340 nm kinetic; actives 0.41% (n = 190,000);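 active = inhibition above a set limit, the median over all tested compounds plus 3 SD, cut at about 9.5% in these data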;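 note: enzyme runs in reverse so mevalonate oxidation gives rising NADPH absorbance; 0% = complete reaction with DMSO and 100% = background rate lacking mevalonate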
TNAP inh no acc = inhibitors of human TNAP without phosphate acceptor; P05186; purified TNAP, CDP-star luminescence, 30 min; inhibition, % at 20 µM; actives 0.26% (n = 200,000); AID 1012;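 active = tissue-nonspecific alkaline phosphatase inhibition above about 50% at 20 µM in the single-dose screen, limit read from the data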;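 note: 0% = DMSO negative control and 100% = EDTA positive control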
Target sequence (P05186 whole entry, looked up): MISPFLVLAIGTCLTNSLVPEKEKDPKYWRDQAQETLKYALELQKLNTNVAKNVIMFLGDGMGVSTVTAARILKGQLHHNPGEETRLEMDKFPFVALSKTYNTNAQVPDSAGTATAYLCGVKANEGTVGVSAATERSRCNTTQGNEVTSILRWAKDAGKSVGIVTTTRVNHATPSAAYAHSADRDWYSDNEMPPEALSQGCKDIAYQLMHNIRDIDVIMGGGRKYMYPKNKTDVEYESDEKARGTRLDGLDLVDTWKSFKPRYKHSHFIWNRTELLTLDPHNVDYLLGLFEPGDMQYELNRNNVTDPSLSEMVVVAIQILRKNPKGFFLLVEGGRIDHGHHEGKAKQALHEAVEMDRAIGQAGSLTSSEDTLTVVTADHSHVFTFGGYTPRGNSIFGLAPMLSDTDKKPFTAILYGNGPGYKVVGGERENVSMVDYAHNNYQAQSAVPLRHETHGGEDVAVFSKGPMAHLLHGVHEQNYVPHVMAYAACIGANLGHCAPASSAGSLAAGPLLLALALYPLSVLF
PPARg SRC3 recr = PPARgamma-driven SRC-3 recruitment agonism. biochemical PPARgamma/SRC-3 coactivator recruitment assay. activation, % at 8 µM. actives 0.26% (n = 200,000). AID 731; in the data active = activation above about 23%;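 note: 0% = DMSO and 100% = reference agonist; some compounds past the cut are filed as inactive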
Target sequence (P37231 whole entry, looked up): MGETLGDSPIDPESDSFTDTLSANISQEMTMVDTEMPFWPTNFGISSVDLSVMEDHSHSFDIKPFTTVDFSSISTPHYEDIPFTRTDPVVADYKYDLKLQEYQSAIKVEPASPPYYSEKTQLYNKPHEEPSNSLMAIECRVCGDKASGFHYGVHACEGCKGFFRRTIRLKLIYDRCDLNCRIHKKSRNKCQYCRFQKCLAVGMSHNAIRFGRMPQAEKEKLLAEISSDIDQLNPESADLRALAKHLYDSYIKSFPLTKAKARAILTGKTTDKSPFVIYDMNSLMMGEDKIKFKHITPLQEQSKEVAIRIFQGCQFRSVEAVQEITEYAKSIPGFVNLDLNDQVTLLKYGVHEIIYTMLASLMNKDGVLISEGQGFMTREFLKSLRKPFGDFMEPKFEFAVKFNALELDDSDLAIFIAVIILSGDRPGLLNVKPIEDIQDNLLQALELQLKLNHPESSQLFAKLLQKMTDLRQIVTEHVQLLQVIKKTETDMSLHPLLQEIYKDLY
SRC2 TRFRET art = TR-FRET artefact, counter-screen to PPARgamma/SRC-2 agonist assay; hits give high values; TR-FRET ratio at 8 µM; actives 0.4% (n = 200,000); AID 1049; in the data active = TR-FRET ratio above about 2000; note: inactives centre near 1500
TNAP inh hi DEA = blocks human TNAP under high phosphate acceptor concentration | purified TNAP, CDP-star luminescence, 1 M DEA | actives 0.03% (n = 200,000) | inhibition, % at 20 µM | AID 1135;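 active = over 50% inhibition of tissue-nonspecific alkaline phosphatase at 20 µM in the single-dose screen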;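 note: plate controls were DMSO wells for no effect and EDTA-quenched wells as full inhibition for full effect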
bIAP inhibitor = blocks bovine intestinal alkaline phosphatase activity. inhibition, % at 20 µM. AID 1019. purified bovine IAP, CDP-star luminescence, 30 min. 190,000 tested, under 10 active;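 active = over 50% inhibition of intestinal alkaline phosphatase at 20 µM in the single-dose screen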
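test system = bovine IAP enzyme | medium = DEA buffer 100 mM, pH 9.8, with MgCl2 1.0 mM, ZnCl2 0.02 mM | detection = luminescence | dosing = single compound dose of 20 µM, 2% DMSO final | incubation = 30 min reaction at room temperature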
PPARg SRC1 recr = promotes SRC-1 coactivator recruitment by human PPARgamma. P37231. PPARgamma-SRC-1 coactivator recruitment biochemical assay. activation, % at 8 µM. actives 0.41% (n = 200,000); in the data active = activation above about 19%;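 note: 0% = DMSO and 100% = reference agonist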
PPARg SRC-2 ag = PPARgamma-driven SRC-2 recruitment agonism. PPARgamma LBD-SRC-2 recruitment, biochemical. activation, % at 8 µM. actives 0.34% (n = 200,000). AID 1032; in the data active = activation above about 22%;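 note: 0% = vehicle and 100% = reference agonist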
bIAP act = increases bovine intestinal alkaline phosphatase activity; purified bovine IAP, CDP-star luminescence, 30 min; hits give high values; fold of DMSO-control signal, blank-subtracted; activation factor at 20 µM; actives 0.17% (n = 200,000); AID 1016;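 active = activation factor of 2 or more at 20 µM, a signal rise over negative controls twice the positive control's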
TNAP act hi DEA = TNAP (human) activation, high acceptor; activation factor at 20 µM; 200,000 tested, under 10 active; AID 1136; P05186; purified TNAP, CDP-star luminescence, 1 M DEA, 30 min; hits give high values; 0 = EDTA background, 1 = DMSO-only activity;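 active = activation factor at least 2 at 20 µM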
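system = human TNAP | amount = enzyme diluted 1/800 final | reagent = 100 µM CDP-star substrate | signal = luminescent substrate turnover signal | dosing = one dose, 20 µM | benchmarks = EDTA negative control, DMSO positive control | measure = activation factor | timing = 30 min reaction, room temperature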
An asterisk follows results filed as active; · = no result given. The order is random; 1.6% or so of the library scored in one or more.

SMILES	HMGR II inh	TNAP inh no acc	PPARg SRC3 recr	SRC2 TRFRET art	TNAP inh hi DEA	bIAP inhibitor	PPARg SRC1 recr	PPARg SRC-2 ag	bIAP act	TNAP act hi DEA
O=C(NCCc1ccccn1)/C(=C/c1ccco1)NC(=O)c1ccccc1	5	-6	-2	1657	-6	1	-2	0	1	1.1
Cn1c(SCC#N)nnc1-c1ccc2c(c1)OCO2	3	-9	0	1574	2	-7	-4	2	1.1	1
CCc1nnc(NC(=O)C2CCN(S(=O)(=O)c3ccc(C)cc3)CC2)s1	-2	-2	4	1551	-5	-2	6	6	1	1
CCCCOC(=O)c1ccc(Nc2ncnc3nc[nH]c23)cc1	0	-68	2	1539	-4	-19	0	-2	1.2	1
C=CCNc1nc(Cl)nc(Nc2ccc([N+](=O)[O-])cc2)n1	-1	-11	5	1741	-4	4	5	-4	1	1
COC(=O)c1cn(NC(=O)C2CCCO2)c(=O)c2ccccc12 (stereo not drawn)	1	-11	4	1622	-4	1	4	6	1	1
CCC(=O)Nc1ccc(-c2nnc(SCC(=O)N3CCCCC3)n2C)cc1	-4	-15	-2	1556	-6	14	-1	4	0.9	1.1
Cc1nc(N2CCCCC2)c2ccsc2n1	-4	-14	0	1505	-8	11	4	1	0.9	1.1
O=C1CN(C(=O)c2cc3ccccc3o2)c2ccccc2N1	-6	-4	2	1552	2	11	5	4	0.9	1
COC(=O)C1=C(C)OC(N)=C(C#N)C1c1cc(C)sc1C (stereo not drawn)	-2	-20	4	1686	-2	8	1	0	0.9	1
CCn1nc(C)c(C(=O)Nc2cc(Oc3cc(C)cc(C)c3)cc([N+](=O)[O-])c2)c1C	0	-3	13	1601	0	-9	-1	-1	1.1	1
NC(=S)N=Nc1c(O)n(CCCl)c2ccc(Cl)cc12	0	7	6	1747	9	-1	13	14	1	0.9
N#Cc1c(-c2ccccc2)nc(SCC(=O)Nc2nnc(C(F)(F)F)s2)[nH]c1=O	13*	-14	1	1658	-7	-4	-1	3	1	1.1
Fc1ccc(COc2cccc3cccnc23)cc1	-2	-8	0	1509	-6	12	3	-1	0.9	1.1
CCOC(=O)C1CCCN(S(=O)(=O)c2ccc(Br)c(OC)c2)C1 (stereo not drawn)	-4	5	-7	1555	-1	-7	10	4	1.1	1
O=C(Cc1ccccc1)Nc1ccc(F)cc1	-3	-15	-1	1620	-7	17	15	7	0.8	1.1
Cc1cc(C)c2nc(NNC(=O)c3ccc(S(=O)(=O)N4CC(C)CC(C)C4)cc3)sc2c1 (stereo not drawn)	-2	-8	0	1503	5	13	6	-4	0.9	0.9
CN(NC(=O)c1ccccc1)c1nc2ccccc2nc1C(F)(F)F	2	-5	-3	1543	2	10	-4	6	0.9	1
N#CC1(Cc2ccccc2Cl)c2ccccc2C=CN1C(=O)c1ccccc1 (stereo not drawn)	-1	-2	8	1608	-1	29	6	2	0.7	1
Cc1cc(NS(=O)(=O)c2ccc(NC(=O)c3cnc4sccn4c3=O)cc2)nc(C)n1	0	-4	0	1694	1	1	10	9	1	1
O=C1c2ccccc2C(Nc2ccccc2F)N1c1cccnc1 (stereo not drawn)	-7	-9	-9	1434	-1	11	2	-5	0.9	1
CCOC(=O)c1nc(NCc2cccnc2)c2ccccc2n1	-6	-21	-8	1436	-2	20	0	-2	0.8	1
COc1cccc(C(=O)NC(=S)N2CCN(c3ccc(C(F)(F)F)cc3[N+](=O)[O-])CC2)c1	-2	-14	2	1618	5	15	2	0	0.8	0.9
CCOC(=O)c1c(-c2ccc(-c3ccccc3)cc2)csc1NC(=O)C1C2CCC(O2)C1C(=O)O (stereo not drawn)	-7	1	10	1666	-4	5	0	0	1	1
Cc1c(C(c2cc3c(cc2Br)OCO3)c2c(C)n(C)n(-c3ccccc3)c2=O)c(=O)n(-c2ccccc2)n1C	-1	-10	5	1577	-2	6	3	9	0.9	1

Fetched one by one from the entries so far, 3 records:
SMILES	HMGR II inh	TNAP inh no acc	PPARg SRC3 recr	SRC2 TRFRET art	TNAP inh hi DEA	bIAP inhibitor	PPARg SRC1 recr	PPARg SRC-2 ag	bIAP act	TNAP act hi DEA
NC(=S)N=Nc1c(O)n(CCCl)c2ccc(Cl)cc12	0	7	6	1747	9	-1	13	14	1	0.9
CCc1nnc(NC(=O)C2CCN(S(=O)(=O)c3ccc(C)cc3)CC2)s1	-2	-2	4	1551	-5	-2	6	6	1	1
C=CCNc1nc(Cl)nc(Nc2ccc([N+](=O)[O-])cc2)n1	-1	-11	5	1741	-4	4	5	-4	1	1

Among those listed so far, these contain a nitro group on carbon:
SMILES	HMGR II inh	TNAP inh no acc	PPARg SRC3 recr	SRC2 TRFRET art	TNAP inh hi DEA	bIAP inhibitor	PPARg SRC1 recr	PPARg SRC-2 ag	bIAP act	TNAP act hi DEA
C=CCNc1nc(Cl)nc(Nc2ccc([N+](=O)[O-])cc2)n1	-1	-11	5	1741	-4	4	5	-4	1	1
CCn1nc(C)c(C(=O)Nc2cc(Oc3cc(C)cc(C)c3)cc([N+](=O)[O-])c2)c1C	0	-3	13	1601	0	-9	-1	-1	1.1	1
COc1cccc(C(=O)NC(=S)N2CCN(c3ccc(C(F)(F)F)cc3[N+](=O)[O-])CC2)c1	-2	-14	2	1618	5	15	2	0	0.8	0.9

(more compounds)
SMILES	HMGR II inh	TNAP inh no acc	PPARg SRC3 recr	SRC2 TRFRET art	TNAP inh hi DEA	bIAP inhibitor	PPARg SRC1 recr	PPARg SRC-2 ag	bIAP act	TNAP act hi DEA
CCOCCCNC(=O)C(NC(=O)c1ccc2c(c1)OCO2)c1ccccc1 (stereo not drawn)	0	-8	0	1346	-4	-6	-4	-6	1.1	1
COCCn1nnnc1C(c1cc2cc(C)ccc2[nH]c1=O)N1CCN(C2CCCCC2)CC1 (stereo not drawn)	-2	-4	-8	1362	-3	-2	-10	-3	1	1
NC(=O)c1ccc(Nc2nnc(-c3ccc(O)cc3)c3ccccc23)cc1	-2	12	6	1479	-5	-15	4	10	1.2	1.1
O=C(c1ccc(S(=O)(=O)NCC2CCCO2)cc1)N1CCN(c2ccccc2F)CC1 (stereo not drawn)	-8	-6	4	1777	-5	-24	16	10	1.2	1.1
O=C(O)C1CCCNC1 (stereo not drawn)	-16	-8	-2	1652	0	6	14	0	0.9	1
Cc1cccc(/C=N/NC(=O)CNc2cccc3ccccc23)n1	-3	-16	2	1450	4	-4	2	7	1	1
CCCN1C(=O)C(Cc2nc3ccccc3c(=O)n2-c2ccccc2)c2ccccc21 (stereo not drawn)	-2	-10	0	1529	-2	-16	0	-6	1.2	1
CC(=O)CCc1ccc(OCC(O)CNC2CCCc3ccccc32)cc1 (stereo not drawn)	-3	-6	-3	1443	-2	40	-4	5	0.6	1
Cc1nn(CC(O)COc2ccc3c(c2)CCC3)c(C)c1C (stereo not drawn)	2	-4	16	1561	-2	4	9	5	1	1
CCS(=O)(=O)N1CCC(C(=O)NCCCN2CCC(Cc3ccccc3)CC2)CC1	-2	-15	-4	1447	-7	-9	1	-12	1.1	1.1
O=c1c2ccccc2nc(SCc2cn3ccsc3n2)n1-c1ccccc1F	-3	-25	-3	1401	-2	-26	6	4	1.3	1
Cc1ccccc1C(=O)NNC(=O)Cc1ccccc1	-1	-5	5	1489	-7	-6	3	-6	1.1	1.1
O=C(COc1cccnc1[N+](=O)[O-])NCc1ccco1	-1	-11	-4	1590	-6	-5	4	-6	1.1	1.1
CS(=O)(=O)N1CCC(C(=O)Nc2ccc3c(c2)OCCO3)CC1	-1	-12	4	1695	-2	4	1	4	1	1
Cc1cc(Cl)ccc1OCC(=O)NC1CCCC1	-1	-5	2	1680	-3	-6	4	3	1.1	1
N#Cc1c(N)c(C(=O)c2ccccc2)n2c1CCCC2	-1	-9	14	1547	0	8	-1	9	0.9	1
COc1ccccc1NS(=O)(=O)c1cc(C(=O)NCc2ccco2)ccc1C	-5	-3	1	1516	-5	3	-1	11	1	1.1
CCCCOc1ccc(N2CC(C(=O)NCCc3ccc(OC)c(OC)c3)CC2=O)cc1 (stereo not drawn)	-4	-12	3	1690	-5	-2	9	12	1	1.1
Cc1ccc(S(=O)(=O)Nc2cccc(Oc3cnccn3)c2)cc1	1	-6	1	1498	-2	9	2	7	0.9	1
NC(=O)CC[C@@H]1NC(=O)[C@H](CO)NC(=O)c2cc([N+](=O)[O-])cc(I)c2NCC[C@@H](C(N)=O)NC1=O	-7	4	0	1394	6	-7	0	-3	1.1	0.9
Cc1oc2c(CN3CCOCC3)c(O)ccc2c(=O)c1-c1ccc(Br)cc1	-6	-10	12	1491	-2	4	1	-2	1	1
O=C(CNC(=O)c1cccs1)NCCN1CCN(c2ccccc2F)CC1	-1	-8	3	1549	-4	-10	6	-1	1.1	1
CCOC(=O)C1=C(C)C(c2ccccc2O)NC(=O)N1 (stereo not drawn)	2	-10	10	1594	-7	8	4	3	0.9	1.1
O=C1/C(=C\c2cccnc2)CCc2ccccc21	1	-7	-6	1451	-5	13	-7	8	0.9	1
O=C(Nc1cccc(S(=O)(=O)NC2=NCCC2)c1)C1CC(=O)N(c2ccc3c(c2)OCCO3)C1 (stereo not drawn)	-4	-10	1	1606	-2	-13	11	3	1.1	1

The listing continues:
SMILES	HMGR II inh	TNAP inh no acc	PPARg SRC3 recr	SRC2 TRFRET art	TNAP inh hi DEA	bIAP inhibitor	PPARg SRC1 recr	PPARg SRC-2 ag	bIAP act	TNAP act hi DEA
CC(C)n1c(NCc2c[nH]c3ccccc23)nc2ccccc21	-1	-1	-8	1398	2	1	-7	-7	1	1
COc1ccc(CC(=O)Nc2cccc3ncccc23)cc1OC	-3	9	4	1587	-3	-3	8	6	1	1
COc1ccc(CN(CCC(c2ccccc2)c2ccco2)C(=O)c2ccco2)cc1 (stereo not drawn)	-4	-10	-1	1408	-2	14	-6	4	0.9	1
Cc1ccccc1OCC(=O)N/N=C/c1ccc(Sc2nc3ccccc3s2)o1	0	-1	-1	1647	-3	4	-2	3	1	1
COc1ccc(NC(=O)CSc2nnc(-c3ccccn3)n2N)cc1Cl	-7	1	0	1715	-5	10	-8	-3	0.9	1
O=[N+]([O-])c1nn(-c2ccc3c(c2)OCCO3)n(O)c1=NCc1ccc(F)cc1Cl	1	0	5	1581	2	·	-3	1	0.4	1
CCn1c(=O)c2c(O)cc(=O)oc2c2ccccc21	-9	-8	1	1609	-3	5	1	4	0.9	1

Rewritten with two lines to a compound: 3 of the compounds above.
Under each structure – HMGR II inh, TNAP inh no acc, PPARg SRC3 recr, SRC2 TRFRET art, TNAP inh hi DEA, bIAP inhibitor, PPARg SRC1 recr, PPARg SRC-2 ag, bIAP act, TNAP act hi DEA
- COc1ccc(CC(=O)Nc2cccc3ncccc23)cc1OC
  -3, 9, 4, 1587, -3, -3, 8, 6, 1, 1
- COc1ccc(CN(CCC(c2ccccc2)c2ccco2)C(=O)c2ccco2)cc1 (stereo not drawn)
  -4, -10, -1, 1408, -2, 14, -6, 4, 0.9, 1
- Cc1ccccc1OCC(=O)N/N=C/c1ccc(Sc2nc3ccccc3s2)o1
  0, -1, -1, 1647, -3, 4, -2, 3, 1, 1

Assay outcomes: PubChem, several laboratories
